MKP-3 inhibition – MKP-3 phosphatase inhibitors, primary screen, biochemical, rat enzyme, in vitro (AID 425). hit rate 0.17% among 110,000. Dual specificity protein phosphatase 6 (Rattus norvegicus). recombinant MKP-3 phosphatase activity, fluorescence; higher % means a stronger effect. inhibition, % at 20 µM, or IC50 in µM where a hit was titrated; in the data active means inhibition above about 50%;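 further: plate controls were vehicle for no effect and reference inhibitor for full effect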
Hsp70 displacement – Hsp70 inhibitors, probe displacement, primary screen, biochemical, fluorescence polarization (AID 583). Heat shock 70 kDa protein 1A (Homo sapiens). Hsp70 fluorescence polarization probe displacement, mP; higher % means a stronger effect. one-dose displacement, % at 20 µM; IC50 in µM for titrated hits. hit rate 0.06% among 140,000; in the data active means displacement above about 50%;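 further: plate controls were vehicle for no effect and reference ligand for full effect; a part of the inactive calls stands beside numbers as strong as those of hits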
An asterisk follows results filed as active; · = not tested or not shown. The list is partial; the hit share may differ from the screen's.

entry	SMILES	MKP-3 inhibition	Hsp70 displacement
1	O=c1/c(=C/c2ccc(CNS(=O)(=O)c3ccccc3)o2)sc2n1CCN=2	-11%	6.5%
2	C(=N\Nc1ncc(-c2cccs2)s1)/c1ccccc1	10%	-6.8%
3	COc1cc2cc(C(c3nnnn3Cc3ccc(F)cc3)N3CCCCCC3)c(=O)[nH]c2cc1OC (stereo not given)	-14%	9.1%
4	COC(=O)CCCCCC(CCC(=O)OC)NC(C)=O (stereo not given)	-3%	-3.3%
5	CCOP(=O)(O)COc1ccc([N+](=O)[O-])cc1	0%	0.9%
6	CCCCOc1ccc(C(=O)Nc2ccc(N3CCN(C(=O)C(C)C)CC3)cc2)cc1	-3%	3.9%
7	O=C(C(c1ccccc1)c1ccccc1)N1CCN(C2CCCC2)CC1	2%	1.2%
8	COc1ccc(CNC(=O)COC(=O)c2c(-c3c(F)cccc3Cl)noc2C)cc1OC	·	5.0%
9	COc1cccc(OC)c1NC(=O)CN1CCC(NC(=O)c2cccc(F)c2)CC1	·	4.6%
10	Cc1nnc(SCC(=O)Nc2ncc3c(n2)CCCC3=O)s1	-1%	0.0%

Shown with the structure last: six of the compounds above
| nr | MKP-3 inhibition | Hsp70 displacement | smiles |
| --- | --- | --- | --- |
| 5 | 0% | 0.9% | CCOP(=O)(O)COc1ccc([N+](=O)[O-])cc1 |
| 1 | -11% | 6.5% | O=c1/c(=C/c2ccc(CNS(=O)(=O)c3ccccc3)o2)sc2n1CCN=2 |
| 4 | -3% | -3.3% | COC(=O)CCCCCC(CCC(=O)OC)NC(C)=O (stereo not given) |
| 6 | -3% | 3.9% | CCCCOc1ccc(C(=O)Nc2ccc(N3CCN(C(=O)C(C)C)CC3)cc2)cc1 |
| 3 | -14% | 9.1% | COc1cc2cc(C(c3nnnn3Cc3ccc(F)cc3)N3CCCCCC3)c(=O)[nH]c2cc1OC (stereo not given) |
| 2 | 10% | -6.8% | C(=N\Nc1ncc(-c2cccs2)s1)/c1ccccc1 |

Later entries:
entry	SMILES	MKP-3 inhibition	Hsp70 displacement
11	Cn1c(CCN2CCCCC2)nc2cc(NS(=O)(=O)c3ccc(F)cc3)ccc21	2%	-4.6%
12	COc1ccc2c(c1)c1c(n2C(C)=O)C(OC(C)=O)=NCC1	-3%	1.1%
13	CCOc1ccc(S(=O)(=O)NCC2CCCO2)c2cccnc12 (stereo not given)	3%	-4.6%
14	CCCCOC(=O)c1[nH]c(C)c(C(=O)OC)c1C	0%	2.6%
15	O=C1c2ccccc2CCC12N=NCC2c1ccc(Cl)cc1 (stereo not given)	·	-7.6%
16	Cc1cc(NC(=O)CSc2nnc3c(C)cc4cc(C)c(C)cc4n23)no1	14%	4.2%
17	Cn1nnnc1SCC(=O)Nc1ccc(Cl)cc1Cl	-10%	3.7%
18	CC(NC(=O)c1ccc2c(c1)OCCO2)C(=O)O (stereo not given)	3%	1.2%
19	COCCn1c(=S)[nH]c2cc(OC)c(OC)cc2c1=O	-14%	2.9%
20	CCOC(=O)C1=C(C)NC(=O)NC1c1ccc(OCC(=O)Nc2ccccc2)c(OC)c1 (stereo not given)	-4%	-2.0%
21	COc1ccc(C(=O)NNC(=O)c2cc(OC)cc(OC)c2)cc1	0%	3.8%
22	CC(C)c1ccc(OC(=O)CN2C(=O)c3ccccc3C2=O)cc1	0%	0.1%
23	Cc1cc(=O)n(C)c(=O)n1CCCCCN1CCCC1	8%	1.8%
24	CCN(CC)C(=O)CSc1ncnc2c(-c3cccs3)nsc12	10%	-1.2%
25	COc1ccccc1NC(=O)C1=C(C)NC(=O)NC1c1cccc([N+](=O)[O-])c1 (stereo not given)	1%	-1.8%
26	O=C(O)CC(NS(=O)(=O)c1cccc2nsnc12)c1ccc(F)cc1 (stereo not given)	4%	-0.6%
27	Cc1[nH]cnc1CSCCN	-7%	5.1%
28	CC1=CC(c2ccccc2)n2nc(N3C(=O)CCC3=O)nc2N1 (stereo not given)	·	-1.9%
29	O=C(CC1(O)C(=S)Nc2ccccc21)c1ccc(Br)cc1 (stereo not given)	4%	-1.1%
30	O=C(Nc1nc(-c2ccc(Cl)c(Cl)c2)cs1)c1cccc([N+](=O)[O-])c1	4%	4.0%
31	O=C(CN1CCOCC1)Nc1c2c(nc3ccccc13)N(Cc1ccccc1)CC2	2%	-4.7%
32	CCOc1nc(NCCN2CCOCC2)nc(NC(C)C)n1	·	1.9%
33	CCOC(=O)N1CCC(NC(=O)C2=C(C)C(=O)OC23CCC(C)CC3)CC1 (stereo not given)	-2%	-0.7%
34	O=C(CSc1nc(-c2ccncc2)nn1CC(=O)N1CCCCC1)NC1CCCC1	-6%	0.5%
35	O=C(O)C1C2C=CC(C2)C1C(=O)NC1CCS(=O)(=O)C1 (stereo not given)	-1%	-3.5%
36	O=S(=O)(c1cc(Cl)ccc1Cl)N1CCCCC1	3%	2.5%
37	COc1cccc(NC(=O)c2cc(Cl)ccc2OC)c1	4%	0.7%
38	Cc1ccccc1-n1c(C)cc(/C=N/NC(=O)c2ccncc2)c1C	2%	-4.0%
39	O=C(NCc1ccco1)c1cc(S(=O)(=O)N2CCOCC2)c(Cl)cc1Cl	3%	0.5%
40	CC(C)(C)C(=O)C(Cc1ccccc1)n1cncn1 (stereo not given)	·	-4.5%
41	CN(CC(=O)N1CCCC1)S(=O)(=O)c1ccc(Cl)cc1	·	19%
42	CC(=O)NC1C(=O)N(C)c2ccc(Br)cc21 (stereo not given)	·	1.6%
43	Cc1ccc(OCC(=O)NN)c(Br)c1	4%	-1.6%
44	CC(=O)COc1ccc2c(-c3ccccc3)cc(=O)oc2c1	2%	-6.0%
45	Cc1ccc(NC(=O)C(C)N2C(=O)c3ccccc3C2=O)cc1C (stereo not given)	0%	3.3%
46	C/C(=N\N=C(/N)SC1CC(=O)N(c2ccc(Cl)cc2)C1=O)c1ccc(Br)s1 (stereo not given)	5%	-2.8%
47	CC(C)CCN1CC(C(=O)NCc2ccc(F)cc2)CC1=O (stereo not given)	-2%	5.3%
48	CCCNC(=O)C(CC)NS(=O)(=O)c1ccc(OC)cc1 (stereo not given)	0%	1.5%
49	Cc1ccc(/C=C/C(=O)Nc2ccc(Br)cc2)o1	4%	-0.4%
50	Cc1cc(=O)[nH]c(S/C=C/c2ccccc2)n1	-3%	-3.8%
51	CC/C(=C1\C(=O)N(c2nc3ccccc3s2)N=C1C(F)(F)F)N1CCCCC1	4%	2.9%
52	COc1ccc(N2CCN(C(=O)c3ccc(NS(=O)(=O)c4ccccc4)cc3)CC2)cc1	-5%	1.1%
53	COc1cc(OC)cc(C(=O)NCc2n[nH]c(=S)n2-c2ccccc2)c1	9%	-4.6%
54	Clc1ccc(Nc2nc(-c3ccncc3)nc3ccccc23)cc1	-2%	4.0%
55	Cc1nnc(SCC(=O)c2ccc(S(=O)(=O)N3CCOCC3)cc2)n1-c1ccccc1	-14%	-1.1%
56	Cc1cc(=O)n(-c2cccc(C(F)(F)F)c2)n1C	0%	5.0%
57	Cc1nnc(C)c2c(C)n(C(c3ccccc3)c3ccccc3)c(C)c12	·	4.5%
58	O=C(COc1cccc(Cl)c1)Nc1nccs1	1%	2.1%
59	O=C(O)c1cc2cc(Cl)cc(Cl)c2oc1=O	-2%	1.8%
60	O=C(c1ccc2ccccc2c1)N1CCN(c2ccc(C(F)(F)F)cn2)CC1	·	-4.1%

(list continues)
entry	SMILES	MKP-3 inhibition	Hsp70 displacement
61	COc1ccc(NC2=NS(=O)(=O)c3cc([N+](=O)[O-])ccc32)cc1	0%	-0.3%
62	CCCCN(C)Cc1c(C)[nH]c2ccc(OCC)cc2c1=O	-4%	-1.7%
63	CC1CCN(CCC(=O)Nc2ccc(Br)cc2)CC1	6%	1.3%
64	COc1ccc2c(c1)CC/C2=N/OC(=O)c1cc(OC)c(OC)c(OC)c1	2%	0.5%
65	O=C(NCc1ccco1)c1cc(-c2cccnc2)nc2ccc(Cl)cc12	-15%	-1.9%
66	CCc1nnc(NC(=O)CN2CCN(Cc3ccccc3)CC2)s1	4%	2.4%
67	O=C(CN1C(=O)c2ccccc2S1(=O)=O)Nc1ccc(S(=O)(=O)N2CCCCCC2)cc1	-5%	-1.5%
68	Cc1ccccc1NS(=O)(=O)c1cccc(-c2nnc(-c3ccccc3)o2)c1	-9%	-3.3%
69	CCOC(=O)c1ccccc1NC(=O)Cn1c(-c2nonc2N)nc2ccccc21	2%	-3.3%
70	Cc1sc(NC(=O)c2ccc(F)cc2)c(C(=O)OC(C)C)c1C	3%	-5.2%
71	Cc1nc2c(-c3ccccc3)c(C)nn2c(C)c1CCC(=O)O	-4%	-4.9%
72	COc1cccc(OC)c1C(=O)c1ccccc1	-1%	1.3%
73	C=CCN1C(=O)[C@]2(c3ccccc31)C1CCCC=C1C(C#N)=C(N)C2(C#N)C#N (stereo not given in full)	·	2.6%
74	CC(=O)NC1=NN(C(C)=O)C(C)(c2ccccc2)S1 (stereo not given)	0%	0.2%
75	Cc1cccc(NC(=O)CN(c2ccc(Br)cc2)S(=O)(=O)c2ccccc2)c1C	5%	-3.9%
76	CC(C)c1ccc(NC(=O)C(c2ccccc2)N2CCN(C=O)CC2)cc1 (stereo not given)	7%	-1.1%
77	O=C(/C=C/c1ccccc1)NC(=S)Nc1ccc(F)cc1	-1%	-3.3%
78	CCC1CCCCN1CCCNC(=O)C1CCC(Cn2c(=O)[nH]c3ccccc3c2=O)CC1 (stereo not given)	·	2.5%
79	O=C(Nc1c[nH]c(=O)[nH]c1=O)c1ccc2c(c1)C(=O)N(N1C(=O)c3ccccc3C1=O)C2=O	-1%	-0.5%
80	COc1ccccc1NC(=O)CC1SC(=Nc2ccccc2)N(c2ccccc2)C1=O (stereo not given)	3%	-0.1%

Filtered by structure: those above containing a furan ring, fused or not (four)
entry	SMILES	MKP-3 inhibition	Hsp70 displacement
1	O=c1/c(=C/c2ccc(CNS(=O)(=O)c3ccccc3)o2)sc2n1CCN=2	-11%	6.5%
39	O=C(NCc1ccco1)c1cc(S(=O)(=O)N2CCOCC2)c(Cl)cc1Cl	3%	0.5%
49	Cc1ccc(/C=C/C(=O)Nc2ccc(Br)cc2)o1	4%	-0.4%
65	O=C(NCc1ccco1)c1cc(-c2cccnc2)nc2ccc(Cl)cc12	-15%	-1.9%

Additional records
entry	SMILES	MKP-3 inhibition	Hsp70 displacement
81	O=C1C(=Cc2ccc(Cl)cc2)C(=O)c2ccccc21	3%	8.2%
82	COc1ccccc1N1CCN(S(=O)(=O)c2cccs2)CC1	·	3.9%
83	Cc1ccc(N2C(=O)CC(NC(C)C34CC5CC(CC(C5)C3)C4)C2=O)cc1 (stereo not given)	-6%	3.5%
84	Cc1ccc(-n2c(C)nnc2SCC(=O)Nc2ccccc2)cc1	·	4.1%
85	CN1c2cccc3cccc(c23)N(C)C1(C)C	0%	4.5%
86	Cc1ccc(-c2[nH]nc3c2C(c2ccsc2)C(C#N)=C(N)O3)cc1 (stereo not given)	·	2.7%
87	Cc1ccc(Cl)cc1NC(=O)CC1NCCNC1=O (stereo not given)	·	2.3%
88	CC(C)(C)c1ccc(C(=O)Nc2ccc(NC(=O)c3ccc4c(c3)OCCO4)cc2)cc1	4%	-2.4%
89	O=C(O)c1cccc(NS(=O)(=O)c2cccc(S(=O)(=O)c3ccc(Br)cc3)c2)c1	3%	-2.2%
90	Cc1cc(N)n(-c2ccccc2)n1	-6%	·
91	CCCCOC(=O)c1ccc(NC(=O)CSc2nc3ccccc3s2)cc1	6%	0.5%
92	COc1cc(OC)c(C2CC(=O)N3CN(c4ccccc4)CSC3=C2C#N)cc1OC (stereo not given)	-6%	1.0%
93	COc1ccccc1-c1nc(SCc2ccccn2)n[nH]1	0%	4.4%
94	O=C(O)c1ccccc1-c1ccccc1C(=O)Nc1nc(-c2ccccc2)cs1	4%	-5.2%
95	CC1=C(C(=O)Nc2ccccc2)C(c2ccccc2Br)NC(=O)N1 (stereo not given)	3%	-3.7%
96	Cc1cc(=O)[nH]c(N=N/C(=N/Nc2ccc(O)cc2)c2ccccc2)n1	·	3.7%
97	O=c1c2ccccc2nc(N/N=C/c2ccccc2)n1O	·	4.2%
98	Cc1cccc(N2C(=O)CC(N3CCN(c4ccc(F)cc4)CC3)C2=O)c1 (stereo not given)	2%	-0.3%
99	COc1ccccc1N1CCN(Cc2nnnn2CCc2ccccc2)CC1	-4%	1.0%
100	OCCN1CCN(Cc2cccc(Oc3ccc(Cl)cc3)c2)CC1	-1%	5.5%
101	Cc1ccc(N2C(=O)NC3(CCCCC3)C2=O)cc1	-3%	0.0%
102	Cc1oc2c(CN(C)C)c(O)ccc2c(=O)c1-c1ccc2ccccc2n1	4%	-4.0%
103	CC(=O)NC(CC(=O)Nc1ccc(S(=O)(=O)N2CCCC2)cc1)c1ccccc1 (stereo not given)	-2%	-0.9%
104	COC(=O)C1=C(C)N(Cc2ccccc2)C(=O)/C1=C\c1ccc(C(=O)O)cc1	1%	0.4%
105	CCN1C(=O)NC(c2ccccc2[N+](=O)[O-])C(C(=O)OC2CCCCC2)=C1C (stereo not given)	4%	0.0%
106	Clc1ccc(-c2nnc(SCc3cn4ccsc4n3)n2CC2CCCO2)cc1 (stereo not given)	7%	-3.3%
107	COc1ccccc1Oc1nc(-c2ccccc2)cc(C)c1S(C)(=O)=O	·	-0.2%
108	Cc1cc2cc(CN(Cc3cccs3)C(c3nnnn3C(C)(C)C)C(C)C)c3nnnn3c2cc1C (stereo not given)	·	-4.4%
109	N#C/C(=C\c1ccc(-c2ccccc2F)o1)c1nn(-c2ccccc2)c(N)c1C#N	4%	0.9%
110	O=C(c1cc2ccccc2o1)N1CCN=C1SCc1cccc(F)c1	-7%	-8.3%
111	Fc1cccc2sc(N3CCCCC3)nc12	4%	-2.1%
112	CC(=O)c1ccccc1Oc1nc(CN2CCOCC2)nc2scc(-c3cccs3)c12	4%	-0.3%
113	Cc1noc(NS(=O)(=O)c2ccc(NC(=O)c3ccc(Br)o3)cc2)c1C	-9%	5.5%
114	NC(=O)CSc1nc2c(sc3ccccc32)c(=O)n1CCCN1CCOCC1	7%	-2.3%
